# Screens: PubChem, several laboratories
# pCIP destab = compounds decreasing mouse p/CIP protein stability; Q05BA5; F442A p/CIP-EGFP cells, EGFP fluorescence, 16 h; decrease of EGFP signal, % at 10 µM; 0.01% of 290,000 active;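 active means EGFP signal decrease of at least 30% at 10 µM or well 3 SD below plate mean, unless failing retest; inactive means the rest, including hits failing retest or dose response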; further: some compounds called inactive have numbers as strong as hits; many of its hits are not listed in these tables
# IMP-1 inhibitor = inhibitors of Pseudomonas aeruginosa IMP-1 metallo-beta-lactamase; purified IMP-1, nitrocefin hydrolysis, epi-absorbance fluorescence; 0.45% of 290,000 active; inhibition, % at 5.6 µM;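 active means inhibition above the mean plus 3 SD of all compounds in the same screening run, cut at about 4.5% in these data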;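 further: 0% = IMP-1 with DMSO and 100% = DMSO wells lacking enzyme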
#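 Material – recombinant IMP-1 enzyme, purified · Amount – IMP-1 0.2 nM before substrate addition · Medium – HEPES buffer pH 7.1 with ZnSO4 and Brij 35 · Timing – 25 °C, 15 min preincubation, 25 min reaction · Measured by – plate fluorescence quenching by hydrolysis product, ex 480/em 530 nm · Read-out – percent enzyme inhibition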
# IDE inh = cellular human IDE inhibition | P14735 | HEK cells, FAbetaB cleavage, fluorescence polarization | inhibition, % at 5.59 µM | 0.41% of 320,000 active;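 active means percent inhibition above the average of all tested compounds plus 3 SD, set per screening campaign, cut at about 16% in these data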;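 further: IDE supplied by intact live HEK cells; FP after avidin binding of uncleaved biotin substrate so inhibition keeps polarization high; 0% = DMSO wells and 100% = 60 µM reference IDE inhibitor Ii1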
# Target sequence (P14735 whole entry, looked up): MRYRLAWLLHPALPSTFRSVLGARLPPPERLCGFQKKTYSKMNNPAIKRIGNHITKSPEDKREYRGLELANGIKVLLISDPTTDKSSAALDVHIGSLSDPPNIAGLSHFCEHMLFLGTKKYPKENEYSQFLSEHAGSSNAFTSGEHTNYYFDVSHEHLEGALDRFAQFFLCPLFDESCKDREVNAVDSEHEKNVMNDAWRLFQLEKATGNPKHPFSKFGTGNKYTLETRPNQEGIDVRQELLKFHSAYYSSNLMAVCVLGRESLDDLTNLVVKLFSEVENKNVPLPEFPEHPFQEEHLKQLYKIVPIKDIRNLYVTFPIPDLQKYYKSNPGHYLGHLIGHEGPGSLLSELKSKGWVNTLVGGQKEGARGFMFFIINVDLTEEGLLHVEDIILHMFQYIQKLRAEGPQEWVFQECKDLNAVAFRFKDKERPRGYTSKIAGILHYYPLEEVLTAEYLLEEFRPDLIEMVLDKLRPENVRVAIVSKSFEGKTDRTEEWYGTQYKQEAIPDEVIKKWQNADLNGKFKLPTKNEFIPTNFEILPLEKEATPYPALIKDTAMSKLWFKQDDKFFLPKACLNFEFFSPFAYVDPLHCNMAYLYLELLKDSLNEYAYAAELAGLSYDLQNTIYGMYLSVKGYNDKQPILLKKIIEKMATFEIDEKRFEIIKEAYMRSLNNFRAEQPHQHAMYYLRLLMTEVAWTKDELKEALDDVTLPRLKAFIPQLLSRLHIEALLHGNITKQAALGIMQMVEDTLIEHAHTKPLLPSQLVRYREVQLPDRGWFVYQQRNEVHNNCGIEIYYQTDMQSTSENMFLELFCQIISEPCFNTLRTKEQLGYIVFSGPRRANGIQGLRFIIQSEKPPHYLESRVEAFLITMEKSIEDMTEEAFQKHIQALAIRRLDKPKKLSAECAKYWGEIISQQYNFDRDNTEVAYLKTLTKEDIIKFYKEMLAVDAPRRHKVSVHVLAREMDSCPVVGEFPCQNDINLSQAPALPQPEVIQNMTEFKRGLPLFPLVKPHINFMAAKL
# VIM-2 inh = inhibitors of Pseudomonas aeruginosa VIM-2 metallo-beta-lactamase; purified VIM-2, nitrocefin hydrolysis, epi-absorbance fluorescence; inhibition, % at 5.6 µM; 0.89% of 290,000 active; AID 1527;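 active means inhibition above the mean of all tested compounds plus 3 SD, cutoff set per screening run, cut at about 7.5% in these data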;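 further: red hydrolysis product quenches plate fluorescence so inhibitors raise well fluorescence; 0% = enzyme with DMSO and 100% = DMSO without enzyme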
# IDE act = boosts human insulin-degrading enzyme activity in HEK cells. P14735. 0.073% of 340,000 active. activation, % at 5.96 µM. FAbeta-B cleavage, fluorescence polarization; 0% vehicle, 100% cell-free pure enzyme wells;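 active means activation above the mean of all tested compounds plus 3 SD, set per screening campaign, cut at about 17% in these data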
# NALP1 inh = inhibitors of NALP1 inflammasome in yeast; S. cerevisiae NALP1/ASC/caspase-1 growth, X-gal OD620, 72 h; inhibition, % at 10 µM; 0.61% of 280,000 active; in the data active means inhibition mostly above about 24%, no sharp cut-off; inactive means mostly below about 32%; further: some compounds called inactive have numbers as strong as hits
# GPR7 antagonist = antagonists of human GPR7 (neuropeptides B/W receptor 1). P48145. GPR7-expressing cells, fluorescence antagonist assay. inhibition, % at 4.4 µM. 1.1% of 290,000 active; in the data active means inhibition above about 16%, passing the limit was not always enough;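 further: cells stimulated with the agonist NPW; 0% = agonist with vehicle and 100% = vehicle without agonist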
# PHOSPHO1 inh = inhibitors of human PHOSPHO1 phosphatase; inhibition, % at 13.3 µM; Q8TCT1; 1.1% of 290,000 active; recombinant PHOSPHO1, absorbance phosphatase assay; in the data active means inhibition above about 60%
# PfM18AAP inh = PfM18AAP enzyme inhibition; recombinant PfM18AAP, H-Glu-NHMec fluorogenic cleavage; inhibition, % at 7.35 µM; 1.2% of 290,000 active;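 active means inhibition above the campaign mean inhibition over all tested compounds plus 3 SD, cut at about 28% in these data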;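 further: 0% = plate median of test compound wells and 100% = 2 mM ZnCl2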
# Numbers without * were called inactive; · = no result given.
(1) COc1ccccc1N1CCN(C(=O)CN(Cc2ccc(Cl)cc2)S(C)(=O)=O)CC1
(2) Cc1nn(CC(=O)Nc2ccc3c(c2)oc2ccccc23)c(=O)c2ccccc12
(3) COc1ccccc1NS(=O)(=O)c1ccc(N/N=C/C=C/c2ccccc2[N+](=O)[O-])c([N+](=O)[O-])c1
(4) COc1ccccc1NC(=O)c1ccccc1Oc1ccccc1
(5) COc1cc(OC)c(OC)cc1/C=C1\Oc2cc(OS(C)(=O)=O)ccc2C1=O
(6) NC1=NC(=O)C(CC(=O)Nc2ccc3c(c2)OCO3)S1 (centres undefined)
(7) COc1ccc(/C=C/C(=O)NC(=S)NNC(=O)[C@H]2C[C@@H]2c2ccccc2)cc1OC
(8) COc1ccc(OCc2nnc(SCC(=O)O)n2N)cc1
(9) CCOc1ccc(NC(=O)CSc2ncnc3c2sc2ccccc23)cc1
(10) Cc1nnc(SCc2ccccc2F)n1NCc1cccs1
screen / no.	1	2	3	4	5	6	7	8	9	10
pCIP destab	-4	-2	8	0	-14	-4	2	-14	7	3
IMP-1 inhibitor	-4.9	-3.7	-1.7	-3.6	0.5	-0.6	-1.0	-1.9	-3.2	-2.8
IDE inh	1	-5	1	-3	20*	4	1	6	-3	-1
VIM-2 inh	-2.9	0.4	-3.1	-0.9	0.3	-3.2	-3.5	-1.5	-0.1	-2.8
IDE act	2	-2	4	1	-20	-1	-6	0	4	0
NALP1 inh	22	1	-4	18	14	5	-9	18	27	8
GPR7 antagonist	13	-13	-14	-32	-12	-12	-5	-15	-2	2
PHOSPHO1 inh	-23	-6	43	29	20	34	-16	60*	0	7
PfM18AAP inh	-7	-2	10	2	1	5	1	-4	-9	-7

(11) CSc1ccc(/C=N/NC(=O)CNc2ccc3ccccc3c2)cc1
(12) COc1ccccc1/C=N/NC(=O)c1cccc(OC(F)(F)C(F)F)c1
(13) N#Cc1cccc(C(c2nnnn2C2CCCC2)N2CCC(Cc3ccccc3)CC2)c1 (centres undefined)
(14) CCS(=O)(=O)c1ccc2oc(SCC(=O)NCc3ccccc3)nc2c1
(15) O=C(NCCCc1ccc(F)cc1)C1CCC(=O)N(CC2CCCCC2)C1 (centres undefined)
(16) COc1ccc(CCNC(=O)COC(=O)COc2ccc(Cl)cc2)cc1OC
(17) O=S(=O)(c1ccc(Cl)cc1)N1CCC(O)(CN2CCN(Cc3ccccc3)CC2)CC1
(18) Cc1cccc(C)c1-n1nnnc1S(=O)(=O)Cc1ccccc1Cl
(19) Cc1nc2c(cc(Oc3ccc(S(=O)(=O)N4CCOCC4)cn3)c3ccsc32)s1
(20) CN(c1cccc(NC(=O)CSc2ccc(Cl)cc2)c1)S(C)(=O)=O
screen / no.	11	12	13	14	15	16	17	18	19	20
pCIP destab	7	-1	-4	-10	-32	-2	8	-4	5	-10
IMP-1 inhibitor	-2.2	-3.6	-3.7	-3.3	-2.8	-1.4	0.3	-2.3	-2.4	-3.1
IDE inh	0	2	1	5	5	1	9	-4	-1	-1
VIM-2 inh	-2.5	-4.1	-1.9	-3.2	-1.2	-2.7	1.1	-2.0	1.1	-1.4
IDE act	3	2	4	-2	0	-4	5	6	5	-4
NALP1 inh	11	16	-82	-45	11	-16	7	·	-4	17
GPR7 antagonist	-3	-2	-3	-6	15	-11	-2	10	-11	-4
PHOSPHO1 inh	-8	12	4	-30	4	4	1	-20	4	12
PfM18AAP inh	17	2	-6	-2	-10	1	-5	2	1	1

# In another format: four of the compounds above.
No.	mol	pCIP destab	IMP-1 inhibitor	IDE inh	VIM-2 inh	IDE act	NALP1 inh	GPR7 antagonist	PHOSPHO1 inh	PfM18AAP inh
14	CCS(=O)(=O)c1ccc2oc(SCC(=O)NCc3ccccc3)nc2c1	-10	-3.3	5	-3.2	-2	-45	-6	-30	-2
15	O=C(NCCCc1ccc(F)cc1)C1CCC(=O)N(CC2CCCCC2)C1 (centres undefined)	-32	-2.8	5	-1.2	0	11	15	4	-10
16	COc1ccc(CCNC(=O)COC(=O)COc2ccc(Cl)cc2)cc1OC	-2	-1.4	1	-2.7	-4	-16	-11	4	1
17	O=S(=O)(c1ccc(Cl)cc1)N1CCC(O)(CN2CCN(Cc3ccccc3)CC2)CC1	8	0.3	9	1.1	5	7	-2	1	-5

# Carrying on:
(21) Cc1cc2c(C)nc(Cc3ccccc3)nc2o1
(22) CNC(=O)c1cc(Nc2nnc(-c3ccc(C)c(S(N)(=O)=O)c3)c3ccccc23)ccc1OC
(23) c1csc(CN2CCN(Cc3cccs3)C2c2cccs2)c1
(24) Cc1cccc(OCC(=O)O/N=C(\N)c2ccc(Br)cc2)c1
(25) CC(C)=NN1C(=O)c2ccccc2NC1(C)C
(26) COC(=O)N/N=C/c1ccc(OCCSc2ccc(Cl)cc2)c(OC)c1
(27) O=C(CSc1nc2cc(Cl)ccc2s1)N1CCN(C(=O)c2ccco2)CC1
(28) CCN(C(=O)c1cccc(F)c1)c1ccccc1C
(29) CCCOc1ccc(/C=N/NC(=S)Nc2ccccc2[N+](=O)[O-])c(O)c1
(30) COC(=O)c1cccc(C(=O)N2CCCC(CNC(=O)c3ccccc3Cl)C2)c1 (centres undefined)
screen / no.	21	22	23	24	25	26	27	28	29	30
pCIP destab	-4	-10	-4	0	-5	-19	-6	-10	5	-1
IMP-1 inhibitor	-1.6	1.5	-2.3	-0.5	-3.4	-3.8	-2.0	-2.6	-2.2	-0.6
IDE inh	6	7	9	4	2	-3	3	5	-3	2
VIM-2 inh	-0.2	1.8	-1.7	0.9	-2.1	-4.7	-2.3	-0.5	-3.2	-1.0
IDE act	-2	-7	1	1	-4	-2	-6	5	·	4
NALP1 inh	·	16	11	·	15	31	45	13	17	·
GPR7 antagonist	5	-6	-6	-8	-4	-1	4	-6	-15	10
PHOSPHO1 inh	-16	23	15	27	16	12	-7	-7	-24	8
PfM18AAP inh	3	-3	1	-13	-16	1	0	-1	14	-17

(31) O=C(CCn1nc(-c2ccc(Cl)cc2)ccc1=O)N1CCN(c2ccc(F)cc2)CC1
(32) COCCCNC(=S)NNC(=O)c1csc2ccccc12
(33) CCCCn1c(SCn2nnc3ccccc3c2=O)nc2cc(S(N)(=O)=O)ccc21
(34) O=C(NCCc1csc(-c2ccc(Cl)cc2)n1)c1ccco1
(35) COc1ccccc1/C=C/CN1CCSCC1
(36) COc1ccccc1CNC(=O)c1ccc2c(=O)n(CCCN3CCCC3=O)c(=S)[nH]c2c1
(37) O=C(O)c1n[nH]nc1-c1ccccc1
(38) Cc1ccc(C)c(NC(=O)Cn2nnc(C(=O)NCc3cccs3)c2N)c1
(39) CCOC(=O)C1CCCN(C(=S)Nc2cccc(Cl)c2C)C1 (centres undefined)
(40) Cc1nnsc1C(=O)N1CCN(c2ccc(C#N)cn2)CC1
screen / no.	31	32	33	34	35	36	37	38	39	40
pCIP destab	-7	-2	-15	4	11	12	-8	2	-7	3
IMP-1 inhibitor	-1.4	-2.2	-0.6	-3.6	-1.0	-2.0	-3.1	-0.6	-3.5	-2.8
IDE inh	9	1	1	11	5	2	6	5	5	-3
VIM-2 inh	-1.5	-1.2	-4.3	-0.1	-2.4	-1.2	0.0	-0.5	-0.3	-2.0
IDE act	0	-5	2	-1	4	-2	8	-5	4	·
NALP1 inh	16	5	10	-5	5	5	-4	5	28	·
GPR7 antagonist	22	-5	-10	-20	3	0	-3	-8	-8	-17
PHOSPHO1 inh	18	14	35	8	-178	26	44	-26	11	17
PfM18AAP inh	5	11	2	-1	-6	2	11	-2	-9	2

# Complete entries from above. Values in the order: pCIP destab	IMP-1 inhibitor	IDE inh	VIM-2 inh	IDE act	NALP1 inh	GPR7 antagonist	PHOSPHO1 inh	PfM18AAP inh
# `N#Cc1cccc(C(c2nnnn2C2CCCC2)N2CCC(Cc3ccccc3)CC2)c1` (centres undefined) in the list: -4	-3.7	1	-1.9	4	-82	-3	4	-6
# `Cc1nnc(SCc2ccccc2F)n1NCc1cccs1` in the list: 3	-2.8	-1	-2.8	0	8	2	7	-7
# `O=C(NCCCc1ccc(F)cc1)C1CCC(=O)N(CC2CCCCC2)C1` (centres undefined) in the list: -32	-2.8	5	-1.2	0	11	15	4	-10
# `COc1cc(OC)c(OC)cc1/C=C1\Oc2cc(OS(C)(=O)=O)ccc2C1=O` in the list: -14	0.5	20*	0.3	-20	14	-12	20	1

# New compounds follow.
(41) CNS(=O)(=O)c1ccc(NC(=O)Nc2cccc(F)c2)cc1
(42) CN(C)c1ccc(/C=C/c2ccc3c4ccccc4ccc3[n+]2-c2ccccc2)cc1
(43) Cc1ccc(S(=O)(=O)N2CCC(C(=O)NCc3ccncc3)CC2)cc1
(44) CC(=O)Nc1ccc(OCc2cccc([N+](=O)[O-])c2)cc1
(45) COc1ccccc1CNC(=O)CCCc1nnc2n(C)c(=O)c3sccc3n12
(46) Cc1cccc(NC(c2ccc(C)s2)c2ccc3ccc(C)nc3c2O)n1 (centres undefined)
(47) COc1ccc(C(=O)Nc2ccc(NC(=O)c3cccc(OC)c3)cn2)cc1
(48) CCOC(=O)c1cnc(-c2ccccc2O)nc1Cl
(49) CCCCOc1ccc(CC(=O)NCC(=O)O)cc1
(50) CCC(CC)C(=O)OCC(=O)Nc1cc(OC)c([N+](=O)[O-])cc1C
screen / no.	41	42	43	44	45	46	47	48	49	50
pCIP destab	-12	-5	8	-4	4	-10	-10	1	-14	-8
IMP-1 inhibitor	-2.9	-8.7	-1.4	-0.8	-1.1	-1.5	-2.3	-2.8	0.0	-4.5
IDE inh	-1	·	6	4	4	22*	6	5	4	2
VIM-2 inh	0.4	-1.2	-1.7	-0.5	1.6	0.6	-2.0	-1.8	-2.5	-1.9
IDE act	5	8	0	4	2	-13	-8	1	2	0
NALP1 inh	5	-24	12	-9	-7	42	27	8	29	26
GPR7 antagonist	6	43*	-10	-10	-4	-1	-18	-15	-11	-1
PHOSPHO1 inh	34	45	-2	51	48	-19	32	-16	-4	-16
PfM18AAP inh	3	3	-2	-4	-2	4	-9	-2	4	4

(51) O=C(c1cccs1)N1CCC(c2ccccc2)C1 (centres undefined)
(52) O=C(O)C1CCCN1S(=O)(=O)c1ccc2[nH]c(=O)c(=O)[nH]c2c1 (centres undefined)
(53) CCc1ccc(Nc2ncc3c(n2)CC(C)(C)CC3=O)cc1
(54) COc1cc(CN2CCSCC2)cc(OC)c1OC
(55) Cc1cc(C)n(CCC(=O)Nc2ccc3c(c2)OCCO3)n1
(56) Cc1ccc(NS(=O)(=O)c2ccc3c(c2)c(=O)n(C)c(=O)n3C)cc1F
screen / no.	51	52	53	54	55	56
pCIP destab	-10	1	-1	-8	0	-3
IMP-1 inhibitor	-1.9	-7.2	-1.1	-1.1	0.7	-2.1
IDE inh	1	1	-3	-2	4	6
VIM-2 inh	-3.3	-1.5	-1.1	-1.3	3.5	-4.3
IDE act	3	3	7	-2	3	-21
NALP1 inh	7	2	2	-8	27	-2
GPR7 antagonist	21*	-16	-11	-2	21	13
PHOSPHO1 inh	10	-27	8	3	22	9
PfM18AAP inh	-2	-7	-3	-1	8	-3
